KKLEB tox: CF airway cell cytotoxicity counter-screen. activity change (cytotoxicity), % at 5 µM. hit rate 0.36% among 360,000. KKLEB CF airway cells viability, ATPlite luminescence, overnight; hits give low values; cells stimulated with P. aeruginosa culture filtrate;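 active means corrected activity change at or below -50% at 5 µM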
Shn3 inh set2: inhibitors of Schnurri-3 3'UTR reporter in osteoblasts; Clone20 osteoblast Shn3 3'UTR firefly luciferase, 24 h; inhibition, % at 12.5 µM; hit rate 0.52% among 360,000; AID 588674;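 active means mean inhibition of at least 75% with every replicate also reaching 75%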;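 further: 0% = median of neutral control wells and 100% = pilot-screen positive control compound; some compounds past the cut are filed as inactive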
HIF-2a block: blocks HIF-2a reporter activity | hit rate 0.72% among 360,000 | inhibition, % at 18.8 µM | 786-0 RCC cells HIF-2a reporter, luciferase luminescence, overnight | AID 624352;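 active means inhibition of the luminescence signal of 40% or more relative to plate controls, in a single-dose primary screen at 18.75 µM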
CF NFkB block: inhibitors of cystic fibrosis induced NF-kB; inhibition, % at 5 µM; KKLEB NF-kB-GFP reporter, PAF-induced, GFP fluorescence overnight; hit rate 0.86% among 360,000;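 active means at least 50% inhibition at 5 µM, scaled per plate between neutral and stimulator controls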;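 further: PAF is a Pseudomonas aeruginosa culture filtrate used as stimulus; plate controls were PAF-stimulated DMSO wells for no effect and unstimulated DMSO wells for full effect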
C8 TRAIL sens: sensitizes caspase-8 expressing cells to TRAIL; NB7+C8 cells + TRAIL, ATPlite viability luminescence; inhibition (viability loss, TRAIL sensitization), % at 10 µM; hit rate 1% among 360,000; AID 624354;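 active means compounds causing at least 50% loss of cell viability in the single-dose screen, relative to plate controls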
LMP1 NFkB inh: reduces LMP1-driven NF-kappaB luciferase signal; LMP1-induced NF-kappaB luciferase reporter cells, luminescence; inhibition, % at 12.5 µM; hit rate 0.69% among 350,000; AID 504558; in the data active means inhibition above about 41%;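 further: 0% = neutral control wells and 100% = reference inhibitor control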
Peg3 prom inh: inhibitors of Peg3 promoter. HeLa PEG-Prom luciferase reporter, luminescence, overnight. hit rate 1.7% among 360,000. inhibition, % at 20 µM;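 active means inhibition of at least 50% at 20 µM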
TRPM1 prom inh: reduces MITF-dependent TRPM1 promoter luciferase signal. hit rate 0.83% among 330,000. inhibition, % at 12.5 µM. SK-MEL-5 TRPM1 promoter luciferase, 24 h. AID 488899;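 active means mean inhibition across replicates of 60% or more, whatever share of single replicates reaches that level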; further: values of inactives mirror those of a sister screen read the other way
NR2E3 ag-1: agonists of human nuclear receptor NR2E3; GST-NR2E3/biotin-RetCOR TR-FRET, 1536-well; hit rate 0.12% among 320,000; AID 2300; inhibition of corepressor binding, % at 4.78 µM; Q9Y5X4;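 active means percent inhibition above the cutoff of mean plus 3 SD of all tested compounds, set per screening campaign, cut at about 20% in these data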;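 further: 0% = DMSO wells and 100% = biotin wells as full block of FRET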
Target sequence (Q9Y5X4 whole entry, looked up): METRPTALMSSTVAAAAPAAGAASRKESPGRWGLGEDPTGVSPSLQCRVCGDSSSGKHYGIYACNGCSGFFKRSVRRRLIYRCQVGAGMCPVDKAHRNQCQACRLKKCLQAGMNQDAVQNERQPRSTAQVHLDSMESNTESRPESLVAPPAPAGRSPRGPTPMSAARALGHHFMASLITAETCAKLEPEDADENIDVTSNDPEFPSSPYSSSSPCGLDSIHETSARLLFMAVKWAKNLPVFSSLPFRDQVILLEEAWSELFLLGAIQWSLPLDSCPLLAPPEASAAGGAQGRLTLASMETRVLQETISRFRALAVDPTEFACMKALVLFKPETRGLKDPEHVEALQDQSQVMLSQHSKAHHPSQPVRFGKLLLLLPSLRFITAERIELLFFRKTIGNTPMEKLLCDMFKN
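Format: 1536-well format; test system: GST-NR2E3 and biotin-RetCOR proteins; read-out basis: percent inhibition of TR-FRET ratio; timing: 5 h incubation at 4 °C; detection: time-resolved FRET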
hiPSC survival: increases survival of single human iPS cells; hiPSC single-cell survival, ATPlite luminescence; 100% = ROCK inhibitor wells, 0% = DMSO; survival enhancement, % at 20 µM; hit rate 0.044% among 360,000; in the data active means survival enhancement above about 18%;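 further: cells exposed to compounds for 16 hours before the ATP read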
NR2E3 ag-2: activates human NR2E3 receptor | Q9Y5X4 | AID 602229 | CHO-S Gal4-NCOR/VP16-NR2E3 two-hybrid, luciferase | inhibition of corepressor binding, % at 3.98 µM | hit rate 0.35% among 360,000;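 active means inhibition above the mean of all tested compounds plus 3 SD, cut at about 70% in these data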;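 further: 0% = DMSO with NR2E3 transfected cells and 100% = cells lacking NR2E3 construct; higher means lower luciferase signal from less NR2E3 corepressor binding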
Numbers without * were called inactive; x = not tested or not shown. Not all compounds are listed; count on the stated rates, not on these rows.

Results follow in this order: KKLEB tox	Shn3 inh set2	HIF-2a block	CF NFkB block	C8 TRAIL sens	LMP1 NFkB inh	Peg3 prom inh	TRPM1 prom inh	NR2E3 ag-1	hiPSC survival	NR2E3 ag-2
CCS(=O)(=O)N1CCCC(C(=O)NC2CCC(C)CC2)C1 (configuration not stated)
→ -1	-15	-71	-12	-15	-11	-59	-14	1	2.2	-4
CCOC(=O)Nc1ccc2c(c1)N(C(=O)CCN1CCN3CCCC3C1)c1ccccc1CC2 (configuration not stated)
→ 4	1	9	-12	17	3	-4	-12	1	-0.2	-2
NC(=O)c1cc(S(=O)(=O)NCc2ccccc2)cs1
→ 6	2	6	2	13	-3	3	2	4	-0.1	-15
CC12CC(c3ccccc3O1)N(C(=O)c1ccc(Br)o1)C(=O)N2c1ccccc1 (configuration not stated)
→ 7	-1	-1	3	7	11	-5	5	2	-1.7	-17
O=C(Nc1ccccc1Cl)Oc1ccc(-c2ccccc2)cc1
→ 10	-23	-46	9	0	3	-43	-7	-1	0.3	-38
Cc1noc(C)c1C(=O)Nc1c(F)cc(F)cc1Br
→ 11	0	7	9	-11	4	5	4	0	-1.3	-6
Cc1cc(CO)nn1-c1ccc([N+](=O)[O-])cc1
→ 6	-2	-9	-6	0	1	-2	1	0	-0.3	-12
O=C(CN1c2ccccc2Sc2ccccc21)N/N=C/c1ccc(Cl)cc1Cl
→ 13	8	9	10	34	1	26	-10	-1	-0.1	20
CC1CCN(c2ccc(NC(=O)Cn3c(=O)oc4ccccc43)cc2)CC1
→ -5	81	-19	25	3	-9	-3	-7	4	-0.5	-6
O=S(=O)(c1cccc2nsnc12)N1CCNCC1
→ 1	4	4	-4	-10	2	-9	1	2	2.6	-32
CN(C(=S)NC(=O)c1ccccc1)c1c(N)n(Cc2ccccc2)c(=O)[nH]c1=O
→ -8	-11	13	15	9	-2	6	8	0	-0.5	-13
Cc1c(N2C(=O)CSC2=S)c(=O)n(-c2ccccc2)n1C
→ 3	-25	15	-18	-4	-1	21	-7	-2	-0.1	-3
O=C(COC(=O)c1cccnc1Cl)NCCc1ccccc1
→ 15	7	8	-6	-3	-3	-7	14	-1	1.1	14
C1CCC2=NCCCN2CC1
→ 6	6	20	9	-3	-3	2	6	3	2.1	-5
Cc1ccc2c(C)c(C)c(=O)n(C)c2c1
→ 12	-2	6	6	0	-17	-12	8	x	-0.6	-5
COc1ccc(C(=O)COC(=O)[C@H](C)Nc2ccc(C(F)(F)F)cc2[N+](=O)[O-])cc1
→ 1	-3	6	-6	-1	-5	10	20	-1	0.8	-24
O=C(NCc1csc(-c2cccs2)n1)C1CCCCC1
→ 6	-18	-248	-3	-6	-23	-188	-74	0	-0.3	-85
COc1ccc(CCN2CC(C(=O)N3CCSCC3)CCC2=O)cc1 (configuration not stated)
→ -5	-6	8	17	3	6	-5	-1	-1	0.2	3
CN(CCNC(=O)c1cc2c(-c3ccccc3F)nn(C)c2s1)C1CCCCC1
→ -6	14	12	6	6	-6	23	-10	x	-0.4	1
Cc1ccc(C)c(NC(=O)CSc2nnc(-c3ccccc3)n2N)c1
→ -18	-23	3	2	-3	1	-8	17	0	-2.1	-12

Random excerpt: 7 compounds from above
Results follow in this order: KKLEB tox	Shn3 inh set2	HIF-2a block	CF NFkB block	C8 TRAIL sens	LMP1 NFkB inh	Peg3 prom inh	TRPM1 prom inh	NR2E3 ag-1	hiPSC survival	NR2E3 ag-2
CN(C(=S)NC(=O)c1ccccc1)c1c(N)n(Cc2ccccc2)c(=O)[nH]c1=O
→ -8	-11	13	15	9	-2	6	8	0	-0.5	-13
O=C(COC(=O)c1cccnc1Cl)NCCc1ccccc1
→ 15	7	8	-6	-3	-3	-7	14	-1	1.1	14
Cc1ccc(C)c(NC(=O)CSc2nnc(-c3ccccc3)n2N)c1
→ -18	-23	3	2	-3	1	-8	17	0	-2.1	-12
CN(CCNC(=O)c1cc2c(-c3ccccc3F)nn(C)c2s1)C1CCCCC1
→ -6	14	12	6	6	-6	23	-10	x	-0.4	1
C1CCC2=NCCCN2CC1
→ 6	6	20	9	-3	-3	2	6	3	2.1	-5
COc1ccc(CCN2CC(C(=O)N3CCSCC3)CCC2=O)cc1 (configuration not stated)
→ -5	-6	8	17	3	6	-5	-1	-1	0.2	3
Cc1ccc2c(C)c(C)c(=O)n(C)c2c1
→ 12	-2	6	6	0	-17	-12	8	x	-0.6	-5

(cont.)
Results follow in this order: KKLEB tox	Shn3 inh set2	HIF-2a block	CF NFkB block	C8 TRAIL sens	LMP1 NFkB inh	Peg3 prom inh	TRPM1 prom inh	NR2E3 ag-1	hiPSC survival	NR2E3 ag-2
O=C(Nc1cc(Cl)cc(Cl)c1)Nc1cnccn1
→ 3	13	-10	30	0	-1	22	6	3	-0.2	0
Cc1ccc(F)c(CNC(=O)C2CCC(=O)N(Cc3ccccn3)C2)c1F (configuration not stated)
→ 6	4	-1	-7	6	5	6	-8	-2	-0.6	-21
COc1ccc(N2CCN(c3ncccn3)CC2)cc1
→ -6	-62	-250	4	-3	-18	-127	-33	3	-0.2	-10
O=Nc1c(O)[nH]c2ccc(Cl)cc12
→ 13	15	8	4	-8	3	29	27	3	-1.8	-15
O=C(Cc1cccs1)NC(c1ccccc1)c1ccccc1
→ -9	-7	-26	5	-7	-12	-20	-9	1	-2.1	-42
Cc1ccc(NC(=O)CN2CCCC2c2cccn2C)cc1C (configuration not stated)
→ 10	-6	-20	-13	3	9	-9	-2	x	2.4	26
CC(C)(C)OC(=O)N1CC(O)CC1C(=O)OCC(=O)c1ccc(-c2ccccc2)cc1 (configuration not stated)
→ 7	7	13	-11	4	-4	-3	-1	-3	-0.6	7
COc1cccc(Cn2c(-c3nonc3N)nc3ccccc32)c1
→ -10	18	-6	13	20	9	8	23	2	-2.1	-58
COc1ccc(C(O)c2nc(-c3cnc4ccccc4c3)cs2)cc1 (configuration not stated)
→ -8	-46	-248	10	-4	x	-267	x	x	1.6	-80
Cc1c(OCC(=O)NCCCn2ccnc2)ccc2c3c(c(=O)oc12)CCCC3
→ 12	-15	-2	-51	11	-1	-1	-8	0	3.5	-24

Part of the list above, limited to NR2E3 ag-2 and Shn3 inh set2:
smiles	NR2E3 ag-2	Shn3 inh set2
COc1ccc(C(O)c2nc(-c3cnc4ccccc4c3)cs2)cc1 (configuration not stated)	-80	-46
Cc1c(OCC(=O)NCCCn2ccnc2)ccc2c3c(c(=O)oc12)CCCC3	-24	-15

(listing goes on)
Results follow in this order: KKLEB tox	Shn3 inh set2	HIF-2a block	CF NFkB block	C8 TRAIL sens	LMP1 NFkB inh	Peg3 prom inh	TRPM1 prom inh	NR2E3 ag-1	hiPSC survival	NR2E3 ag-2
O=C(O)/C=C/C(=O)c1c(-c2ccccc2)[nH]c2ccccc12
→ 3	3	21	9	-9	1	15	3	2	-0.2	17
COc1ccc(NC(=O)c2cccnc2N2CCOCC2)cc1
→ -3	0	7	11	-8	2	10	6	0	-1.6	-10
CC(OC(=O)c1ccccc1C(=O)N(C)c1ccccc1)C(=O)Nc1ccccc1[N+](=O)[O-] (configuration not stated)
→ -5	4	14	3	-11	0	20	-7	-5	-0.4	-12
C=CCn1c(-c2cccn(Cc3ccccc3)c2=O)n[nH]c1=S
→ 2	-38	18	5	-4	7	12	4	-1	-0.8	-6
COC(=O)c1ccc(C(=O)Nc2ccc3nc(-c4ccncc4)[nH]c3c2)cc1
→ 9	2	3	-16	-1	9	-6	21	8	-0.5	2
COc1ccccc1NC(=O)COC(=O)c1cc2ccccc2cc1O
→ -3	-3	3	9	-3	3	-10	18	0	0.8	3
CC1=C(C(=O)N(C)C)CC(CC(=O)NC(c2ccccc2)c2ccccc2)C(=O)N1CCCN1CCCC1=O (configuration not stated)
→ 10	-7	0	-21	-8	4	5	x	x	-1.5	0
COCc1c(Br)c(C)nc(OCC(=O)N/N=C/c2ccco2)c1C#N
→ 0	5	5	-5	-6	-6	6	-4	0	-2.4	5
Cc1cc2ncn(-c3ncnc4scc(-c5ccccc5)c34)c2cc1C
→ 12	-8	0	-9	18	5	31	4	2	1.0	-2
O=C(NCC1CCCO1)c1cc2n(n1)C(C(F)(F)F)CC(c1ccc(Br)cc1)N2 (configuration not stated)
→ 4	-3	22	-3	3	0	34	-8	-1	-0.3	-6
O=C(N/N=C/c1ccc([N+](=O)[O-])o1)C1CCCC1
→ 6	-3	-10	10	2	5	-1	18	0	-0.2	-1
O=C(CS(=O)CC(=O)N(c1ccccc1)C(C(=O)NC1CCCCC1)c1ccco1)Nc1ccc(F)cc1 (configuration not stated)
→ -13	1	3	1	1	-2	14	9	0	0.0	-23
COc1cccc(NC(=O)C2CCN(S(=O)(=O)c3ccc4c(c3)NC(=O)CO4)CC2)c1
→ 0	-3	4	-1	-12	5	10	-2	1	0.3	-6
CC(C)c1ccc(C2C(C(=O)c3ccco3)=C(O)C(=O)N2CCN2CCOCC2)cc1 (configuration not stated)
→ 4	-1	-37	-9	4	2	-14	-5	4	-0.4	-19
Cn1c(=O)c2cc(NC(=O)CC(C)(C)C)ccc2n1-c1ccccc1F
→ 6	5	-18	-18	-8	x	-16	x	x	-2.4	-2
Cc1nn(C)cc1CNC(=O)C1CCC(=O)N(Cc2cccc(C(F)(F)F)c2)C1 (configuration not stated)
→ 27	-4	14	-10	-11	-8	6	3	1	0.4	-6
O=C(CCCn1c(=S)[nH]c2cc3c(cc2c1=O)OCO3)NCc1ccco1
→ 3	7	21	-2	0	4	17	8	-2	-0.1	-19
Cc1cccc(-c2nsc(SCC(=O)N3CCCC3)n2)c1
→ 5	-45	-238	-13	16	-13	-252	-75	-2	-0.4	-101
COc1ccc(CNCc2cn(-c3cccc(F)c3)nc2-c2ccc(C)o2)cc1
→ -26	-20	-103	-9	-10	6	-17	-19	4	-0.4	-2

Compounds listed so far that contain a tert-butyl group:
Results follow in this order: KKLEB tox	Shn3 inh set2	HIF-2a block	CF NFkB block	C8 TRAIL sens	LMP1 NFkB inh	Peg3 prom inh	TRPM1 prom inh	NR2E3 ag-1	hiPSC survival	NR2E3 ag-2
CC(C)(C)OC(=O)N1CC(O)CC1C(=O)OCC(=O)c1ccc(-c2ccccc2)cc1 (configuration not stated)
→ 7	7	13	-11	4	-4	-3	-1	-3	-0.6	7
Cn1c(=O)c2cc(NC(=O)CC(C)(C)C)ccc2n1-c1ccccc1F
→ 6	5	-18	-18	-8	x	-16	x	x	-2.4	-2

Screens (PubChem BioAssay)
